# mIDH1 inhibitor: inhibitors of human mutant IDH1 R132H | O75874 | IDH1-R132H enzyme, NADPH consumption, diaphorase/resazurin fluorescence | Potency, µM (series often up to 76.6 µM), inactives show top-dose activity change, negative = inhibition, most hits filed as inhibitors | hit rate 0.093% among 390,000 | AID 602179; also: potency is read from the fitted curve at half-maximal effect; % is scaled to controls: 0 for no effect and ±100 for the full control effect; nearly all actives have a fitted effect of over 65% in size
#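 IDH1-R132H (0.5 ug/mL dispensed) in pH 7.5 Tris buffer was preincubated 30 min with compound, then given a substrate mix of 0.016 mM NADPH and 2 mM alpha-KG for 80 min at room temperature; remaining NADPH was read by diaphorase/resazurin fluorescence.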
# PI4K2A block: PI4K2A (human) kinase inhibition; hit rate 0.13% among 420,000; Q9BTU6; activity change, negative = inhibition, % at 76.9 µM; purified PI4K2A, ADP-Glo luminescence, 1 h; active compounds read low; in the data active = activity change below about -50%; inconclusive = mostly about -30% to -49%;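 also: -100% = wells without enzyme as full effect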
# Target sequence (Q9BTU6 whole entry, looked up): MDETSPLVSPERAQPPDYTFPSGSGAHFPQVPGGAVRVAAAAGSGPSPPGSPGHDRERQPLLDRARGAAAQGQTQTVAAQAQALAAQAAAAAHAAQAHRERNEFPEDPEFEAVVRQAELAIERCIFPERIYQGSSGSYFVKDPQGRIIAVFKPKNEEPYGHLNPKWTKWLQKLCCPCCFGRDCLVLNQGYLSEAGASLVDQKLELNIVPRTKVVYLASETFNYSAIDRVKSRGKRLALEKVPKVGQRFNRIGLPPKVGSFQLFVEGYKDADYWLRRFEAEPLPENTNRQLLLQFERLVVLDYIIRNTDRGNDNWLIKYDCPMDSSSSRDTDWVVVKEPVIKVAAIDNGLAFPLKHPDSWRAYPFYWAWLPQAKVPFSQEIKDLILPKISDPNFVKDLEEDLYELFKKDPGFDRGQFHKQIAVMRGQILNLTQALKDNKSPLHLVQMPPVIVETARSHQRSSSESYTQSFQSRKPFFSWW
#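 Compounds are screened against recombinant PI4K2A using PI as substrate and ATP, the latter dispensed at 300 microM. Reactions run one hour at ambient temperature before ADP-Glo detection; full inhibition defined by wells lacking enzyme.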
# Pin1 inhibitor: inhibitors of human Pin1; Potency, µM (series often up to 115 µM), inactives show at the top dose activity, negative = inhibition, usual class: inhibitors; hit rate 0.009% among 390,000; Pin1 FP peptide displacement, HiFluor488, 10 min; Q13526; active = well fitted inhibition curve with a large enough effect in the polarisation, with a control signal flat, not every such curve was filed as active; inconclusive = small, poorly fitted or top-dose-only effect, or effect the other way, or a change in a side signal; inactive = no such curve, though single readings can be large or run the other way; the % refers to the polarisation; also: potency is read from the fitted curve at half-maximal effect; % is scaled to controls: 0 for no effect and ±100 for the full control effect
# TrxR1 substrate: substrates of rat thioredoxin reductase 1; O89049; purified TrxR1 substrate turnover, NADPH consumption readout; Potency, µM (series often up to 114 µM), inactives show at the highest dose activity change, negative = substrate turnover; hit rate 0.01% among 390,000; also: potency is read from the fitted curve at half-maximal effect; % is scaled to controls: 0 for no effect and ±100 for the full control effect; nearly all actives have a fitted effect of over 50% in size
# Target sequence (O89049 whole entry, looked up): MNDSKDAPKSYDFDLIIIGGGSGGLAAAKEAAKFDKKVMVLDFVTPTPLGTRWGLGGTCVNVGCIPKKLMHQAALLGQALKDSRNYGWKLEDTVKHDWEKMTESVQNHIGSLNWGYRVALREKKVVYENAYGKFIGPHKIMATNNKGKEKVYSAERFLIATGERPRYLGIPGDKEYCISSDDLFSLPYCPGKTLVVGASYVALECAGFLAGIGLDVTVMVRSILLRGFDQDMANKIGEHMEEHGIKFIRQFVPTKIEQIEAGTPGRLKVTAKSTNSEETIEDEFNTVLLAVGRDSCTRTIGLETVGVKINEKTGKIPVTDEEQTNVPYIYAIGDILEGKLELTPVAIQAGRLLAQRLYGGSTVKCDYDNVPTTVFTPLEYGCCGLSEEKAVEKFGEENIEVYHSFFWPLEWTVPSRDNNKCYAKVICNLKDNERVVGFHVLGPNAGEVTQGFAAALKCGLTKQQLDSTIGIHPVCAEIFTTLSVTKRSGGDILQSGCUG
#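 Rat TrxR1, dispensed at 90 nM, was prereduced with 400 uM NADPH (final) for 5 min at ~22 deg C, then incubated with compound 15 min before 400 uM selenite. A first-read NADPH fluorescence drop versus no-compound background flagged substrates.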
# rTrxR1 inhibitor: blocks rat thioredoxin reductase 1; O89049; recombinant rTrxR1, NADPH fluorescence consumption, selenite substrate; Potency, µM (top dose mostly 114 µM), for inactives: at the top dose activity change, negative = inhibition, most hits filed as inhibitors; hit rate 1% among 390,000; AID 588453; also: potency is read from the fitted curve at half-maximal effect; % is scaled to controls: 0 for no effect and ±100 for the full control effect; nearly all actives have a fitted effect of over 65% in size
#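 Rat TrxR1 (90 nM in the dispensed reagent) was pre-reduced with 400 uM NADPH for 5 min at room temperature, then incubated with compound for 15 min. After 400 uM selenite was added, NADPH fluorescence (Ex 340/Em 450 nm) was followed for 8 min.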
# GLS inh: blocks human kidney-isoform glutaminase activity; O94925; Potency, µM (doses to about 45.5 µM), inactives show top-dose activity change, negative = inhibition, usual class: inhibitors; GLS enzymatic activity, qHTS titration; hit rate 0.21% among 410,000; AID 624170; also: potency is read from the fitted curve at half-maximal effect; % is scaled to controls: 0 for no effect and ±100 for the full control effect
#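 Two-point fluorescence kinetic (t0, 30 min RT) for hKGA; glutamate detected via glutamate oxidase–HRP–Amplex Red. Substrate: 1 mM L-glutamine solution; buffer 45 mM KH2PO4, pH 8.2.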
# HP1b chromo inh: blocks HP1-beta chromodomain binding to methylated histone tails; AlphaScreen HP1-beta / biotin-H3K9me3 peptide binding; Potency, µM (titrated, usually from 114 µM), inactives show at the highest dose activity change, negative = inhibition, actives largely listed as inhibitors; hit rate 0.56% among 390,000; P83916; also: potency is read from the fitted curve at half-maximal effect; nearly all actives have a fitted effect of over 70% in size; inactives centre near 23
#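 AlphaScreen: HP1-beta (50 nM) preformed 30 min with biotin-H3(1-18)K9me3 peptide (50 nM) in PBS pH 7.4, 0.01% Tween-20. Compound added for 30 min at RT, then streptavidin donor/nickel chelate acceptor beads (10 ug/mL) for 30 min.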
# USP1-UAF1 inh: USP1/UAF1 (human) deubiquitinase inhibition. Potency, µM (titrated, usually from 57.1 µM), inactives show at the top dose activity change, negative = inhibition, hits mostly inhibitors. O94782. AID 743255. recombinant USP1/UAF1, Ub-Rhodamine cleavage fluorescence. hit rate 0.23% among 390,000; also: potency is read from the fitted curve at half-maximal effect; % is scaled to controls: 0 for no effect and ±100 for the full control effect; nearly all actives have a fitted effect of over 60% in size; inactives centre near -12
#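 USP1/UAF1 complex at 1 nM was preincubated with compound for 15 min at room temperature, then Ub-Rho substrate (150nM final) was added. Fluorescence (480/540 nm) was read kinetically, 6 reads every 60 seconds.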
# Tb PGK inh: T. brucei PGK inhibition; AID 602233; hit rate 0.043% among 380,000; P07378; Potency, µM (highest dose often 57.5 µM), inactives show at the top dose activity change, negative = inhibition, usual class: inhibitors; PGK/GAPDH coupled, Kinase-Glo luminescence, 60 min; also: potency is read from the fitted curve at half-maximal effect; % is scaled to controls: 0 for no effect and ±100 for the full control effect; nearly all actives have a fitted effect of over 60% in size
#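 Luminescent ATP detection (Kinase-Glo Plus) follows a 60-minute room-temperature incubation, with wells lacking PGK as controls. Buffer: 100 mM TEA (pH 7.6), 5 mM MgCl2, 0.01% Tween-20. Coupling enzyme GAPDH (100 nM final) supplies unstable 1,3-BPG in-well.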
# * marks the source's active call; other numbers are inactive results; i = inactive; ? = inconclusive; . = no result given; & = joins results of further samples; [ ] = remark or other dose. Unless noted, calls follow the shape of the dose curve; as a rule, active = well fitted curve in the direction sought with a large enough effect; inconclusive = small, poorly fitted or top-dose-only effect, or another doubt; inactive = no such curve, though single readings can be large; an effect the other way counts as inactive or inconclusive.
Molecule,Pin1 inhibitor,USP1-UAF1 inh,Tb PGK inh,GLS inh,TrxR1 substrate,HP1b chromo inh,PI4K2A block,rTrxR1 inhibitor,mIDH1 inhibitor
CCn1ccc2cc(S(=O)(=O)N3CCC(C(=O)NCCc4ccccc4Cl)CC3)ccc21,22%,-33%,-5%,-9%,11%[57.1 µM],7%[57 µM],3,47%[57.1 µM],-2%
C[C@H]1CN([C@@H](C)CO)S(=O)(=O)c2ccc(Br)cc2O[C@H]1CN(C)C(=O)Cc1ccccc1,.,-16%,-2%,1%,.,.,-3,.,0%
CCc1ccc(NC(=O)Cn2ncc3c4ccccc4n(C)c3c2=O)cc1,7%&27%,-19%&-26%,-4%&-9%,5%&1%,2%&9%,-14%&9%,-1&-5,5%&13%,-7%&-1%
CCCOc1cccc(C2/C(=C(/O)c3ccccc3)C(=O)C(=O)N2CCN(C)C)c1 (configuration not stated),7%,-9%,i,11%,0%[11.4 µM],14%,-1,3%[11.4 µM],1%
CN1CCN(Cc2nc(N)nc(Nc3ccc4c(c3)OCCO4)n2)CC1,-5%,-12%,4%,?,5%,14%,2,6%,2%
Cc1onc(-c2ccccc2)c1C(=O)N=C(N)c1ccc(Cl)cc1,-11%,-15%,-1%,1%,6%[57.1 µM],9%,1,24%[57.1 µM],14%
Nc1nnc(SCCN2C(=O)c3ccccc3C2=O)s1,3%,-1%,-6%,-21%,0%,9%,-1,14%,-3%
Cc1cc(C)c2nc(C)cc(Nc3cccc(C(=O)O)c3)c2c1,-6%,-21%,-3%,2%,-6%,31%,-3,-8%,26%
CC(Cc1cccs1)NC(=O)CCCn1nnnc1CN1CCOCC1 (configuration not stated),-16%,-8%,-4%,0%,-4%,29%,-4,7%,1%
CCOc1ccc(/C=N/NC(=O)CSc2n[nH]c(=O)[nH]c2=O)cc1OC,3%,-7%,0%,-2%,-7%,40%[activator],2,12%,-5%
Cc1ccc(N2CCN(c3nc4ccc(C)cc4n4nnnc34)CC2)c(C)c1,-10%,-3%,-10%,2%,7%,80%[activator],0,22%,4%
Cc1nn(C(C)C(=O)N2CCc3ccccc3C2)c(=O)c2cc3occc3n12 (configuration not stated),3%,-2%,-3%,22%,-7%,11%,6,-13%,3%
COc1ccc(-n2ncc3c(N4CCN(c5cccc(C)c5C)CC4)ncnc32)cc1,-1%,?,i,-6%,3%,50%[activator],-2,17%,8%
O=C1C(Cl)=C(N2CCN(Cc3ccccc3)CC2)C(=O)N1c1ccccc1,-4%,-31%,i,-7%,-7%,56%[activator],-15,-22%,7%
O=C1C2C3CC(C(Br)C3Br)C2C(=O)N1CC1CCCO1 (configuration not stated),0%,5%,4%,-1%,6%[57.1 µM],17%,5,0%[57.1 µM],-3%
COc1cccc2sc(N(Cc3cccnc3)C(=O)c3ccc4c(c3)OCCO4)nc12,-1%,?,-6%,-7%,-3%[57.1 µM],14%[57 µM],4,10%[57.1 µM],0%
O=C(CSc1nnnn1-c1ccccc1)Nc1nc(-c2ccccc2)ns1,-1%,-14%,-7%,8%,7%[57.1 µM],26%,-9,7%[57.1 µM],-1%
CCc1ccc(NC(=O)CSc2nc3nc(C)cc(C)n3n2)cc1,-6%&-2%,-8%&-22%,3%&-7%,1%&3%,0%&0%,7%&30%,5&3,15%&17%,-6%&9%
COCCNC(=O)C(c1ccc(Cl)cc1)N(C(=O)CCC(=O)Nc1ccccn1)C1CCCC1 (configuration not stated),0%,5%,-1%,3%,8%[57.1 µM],12%,-3,11%[57.1 µM],9%
O=C(O)c1cccc(-n2nc(-c3ccc(Cl)c([N+](=O)[O-])c3)c3ccccc3c2=O)c1,-2%,-28%,i,10%,0%,15%,-1,20%,-2%
C/C(=N\NC(=O)c1cc(Br)ccc1O)c1ccccn1,-6%,-26%,i,9%,10%,39%[activator],-1,14%,8%
CC(=O)c1cccc(NS(=O)(=O)c2ccc(C(=O)Nc3ccccc3)cc2)c1,-1%,-12%,7%,7%,-1%,33%,2,19%,-21%
COc1cccc(NC(=O)Nc2ccc(F)cc2)c1,.,-12%,-9%,-5%,.,.,-5,.,9%
COc1ccc(NC(=O)CN(C)C(=O)c2ccc(C)s2)cc1,1%,-9%,6%,0%,10%[57.1 µM],27%,-1,14%[57.1 µM],-2%
CCOc1ccc(NC(=O)CSc2nnc(CNC(=O)c3c(F)cccc3Cl)o2)cc1,-2%,-6%,-8%,0%,6%,21%,0,16%,-6%
CCCCN(Cc1ccco1)S(=O)(=O)c1ccc(-c2ccc(=O)[nH]n2)s1,8%,-11%,2%,5%,-2%,-5%,2,-8%,22%
Cc1cccnc1NC(=O)C12CCC(C)(C(=O)O1)C2(C)C (configuration not stated),6%,-8%,i,-6%,2%[57.1 µM],23%,13,14%[57.1 µM],-3%
CC(=O)NCCCN(Cc1ccc(Cl)c(Cl)c1)c1ccc(Br)cn1,-1%,.,.,.,-3%,20%,.,4%,.
C=C(C)Cn1c(=O)c(NC(=O)c2ccccc2)c2n(c1=S)CCC2,-1%,-6%,-6%,-2%,-5%,25%,3,-16%,0%
O=C(c1ccc(Cl)cc1)c1ccccc1C(=O)N1CCOCC1,0%,9%,-7%,-4%,6%,20%,1,16%,7%

Molecule,Pin1 inhibitor,USP1-UAF1 inh,Tb PGK inh,GLS inh,TrxR1 substrate,HP1b chromo inh,PI4K2A block,rTrxR1 inhibitor,mIDH1 inhibitor
CC(C)N(CCNC(=O)c1ccc(OCC2CCCO2)cc1)C(C)C (configuration not stated),1%,-6%,0%,0%,2%,34%[activator],-1,15%,0%
CC(NC(=O)c1ccco1)c1nc(-c2ccccc2Cl)no1 (configuration not stated),0%,-10%,-5%,-11%,3%,25%,-13,-12%,-4%
COc1cc(/C=N/Nc2ccccn2)ccc1OCC(C)C,1%,-1%,1%,?,-4%[57.1 µM],31%,0,2%[57.1 µM],-9%
Cc1cccc(NC(=O)c2cc(S(=O)(=O)N3CCCCCC3)cn2C)c1C,0%,-24%,-6%,9%,1%[57.1 µM],18%[57 µM],-2,20%[57.1 µM],2%
CCN(CC(=O)Nc1sc2c(c1C#N)CCCC2)Cc1nc2ccccc2c(=O)[nH]1,2%,-15%,-2%,-2%,6%[57.1 µM],-5%,0,20%[57.1 µM],0%
Cc1ccccc1-n1c(=O)cc(N2CC(C)OC(C)C2)[nH]c1=O (configuration not stated),-2%,-6%,-5%,7%,2%,5%,-3,?,7%
Cc1ccc(N2CC(C(=O)Nc3cc(C)on3)CC2=O)c(C)c1 (configuration not stated),1%,-16%,4%,-8%,1%,35%[activator],1,8%,2%
CC[C@H](C)[C@@H](C(=O)N1CCNCC1)n1cc([C@@H](N)CO)nn1,11%,-28%,-1%,-1%,-9%,18%,-3,-11%,-11%[38.3 µM]
COc1ccc(CNc2ccc3c(c2)nc(C)n3C)cc1,1%,-18%,-6%,21%,0%[57.1 µM],-1%,-6,32%[57.1 µM],2%
CCc1ccc(N(C(=O)c2csnn2)C(C(=O)NC2CCCCC2)c2ccncc2)cc1 (configuration not stated),0%,-29%,-2%,-3%,0%,-15%,-9,12%,-2%
O=C(NNC(=O)c1nn(-c2ccc(F)cc2)ccc1=O)c1ccc(Cl)cc1,9%,-9%,-1%,-2%,13%[57.1 µM],36%,-3,14%[57.1 µM],2%
Cc1cc(NS(=O)(=O)c2ccc(NC(=O)/C=C/c3ccccc3)cc2)nc(C)n1,-3%,-16%,1%,-1%,5%[57.1 µM],25%,-2,1%[57.1 µM],2%
O=C(Cn1ccc([N+](=O)[O-])n1)N1CCCCCC1,-2%,-25%,-4%,2%,-3%,40%[activator],3,3%,-3%
CC1Cc2ccccc2N1C(=O)Cn1nnc(-c2ccccc2NC(=O)C2CCC2)n1 (configuration not stated),7%,-7%,.,4%,-5%[57.1 µM],33%,2,0%,0%
C=CCc1cccc(/C=N/NC(=O)C[n+]2ccccc2)c1O,-4%,-12%,-1%,33%[activator],1%,44%[activator],-3,5%,27%
COC(=O)c1ccc(=O)n(CC(=O)c2ccc(Cl)cc2)c1,-3%,-11%,1%,4%,6%[57.1 µM],?,0,19%[57.1 µM],-2%
O=C(O)CS(=O)CC(=O)NCc1cccc(C(F)(F)F)c1 (configuration not stated),1%,-11%,i,0%,?,39%,2,?,2%
CCOC(=O)Cn1c(-c2ccccc2)nc2ccccc2c1=O,1%,-13%,9%,1%,-2%[57.1 µM],126%[activator],-9,-5%[57.1 µM],2%
COc1ccc(-c2cc(C(F)(F)F)n3nc(N)nc3n2)cc1,-5%,-7%,i,1%,413%[activator],46%[activator],1,134%[activator],0%
Cc1c(C(=O)c2ccc(F)cc2F)c2ccccn2c1CCc1ccccn1,.,?,1%,1%,.,.,1,.,-2%

# Reprinted at random: two records from the list, in no set order.
Molecule,Pin1 inhibitor,USP1-UAF1 inh,Tb PGK inh,GLS inh,TrxR1 substrate,HP1b chromo inh,PI4K2A block,rTrxR1 inhibitor,mIDH1 inhibitor
Cc1ccc(N2CCN(c3nc4ccc(C)cc4n4nnnc34)CC2)c(C)c1,-10%,-3%,-10%,2%,7%,80%[activator],0,22%,4%
O=C1C2C3CC(C(Br)C3Br)C2C(=O)N1CC1CCCO1 (configuration not stated),0%,5%,4%,-1%,6%[57.1 µM],17%,5,0%[57.1 µM],-3%

# Not all compounds are listed; count on the stated rates, not on these rows.
